BCR signal inh = chronic active BCR signaling inhibition | ABC-DLBCL IkBa-CBG/CBR reporter, luminescence ratio, 4 h | Potency, µM (titrated, usually from 46.1 µM), for the others: top-dose ratio change, negative = lower green/red ratio, actives largely listed as inhibitors | actives 0.05% (n = 340,000) | AID 493014; active = well fitted inhibition curve with a large enough effect in the signal ratio, with a control signal flat, not every such curve was filed as active; inconclusive = small, poorly fitted or top-dose-only effect, or effect the other way, or a change in a side signal; the % refers to the signal ratio;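 note: potency is the fitted concentration of half-maximal effect; plate controls were basal doxycycline-induced cells for no effect and cells given 10 µM MG132 for full effect; MG132 reads +100%, hits lower the ratio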
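TMD8 human ABC-DLBCL cells with doxycycline-inducible IκBα–green luciferase fusion and unfused red luciferase, in 0.5% FBS medium; compounds up to 46 uM, 4 h at 37C. Green/red luminescence ratio, filter-overlap corrected, fitted to concentration-response curves.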
Mito fusion act = inhibitors of mitochondrial division or activators of mitochondrial fusion; S. cerevisiae fusion-defective mutant growth rescue, CellTiterGlo 48 h; Potency, µM (highest dose often 46.1 µM), for inactives: at the highest dose growth rescue (activation), usual class: activators; actives 0.23% (n = 320,000);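 note: potency is the fitted concentration of half-maximal effect; % of control where 0% means no effect; nearly all actives have a fitted effect of over 45% in size; temperature-sensitive fusion mutants such as fzo1-1 at 37 °C on non-fermentable ethanol glycerol medium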
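Growth-rescue viability read-out: after 48 h at the non-permissive 37C in glycerol/ethanol YPEG, yeast mitochondrial fusion mutants are measured by CellTiterGlo luminescence; compounds (23 nl pinned per well) restoring growth score as division inhibitors or fusion activators.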
TSHR antagonist = human thyrotropin receptor antagonism | P16473 | TSHR-expressing cells, TSH-stimulated cAMP HTRF, 2 h; stronger effect = lower value | activity change, negative = inhibition, % at 11.5 µM | actives 0.2% (n = 330,000) | AID 504810;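 active = activity change below a set negative limit, meaning inhibition stronger than a set level, cut at about -70% in these data; inconclusive = activity change between two set negative limits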; note: % is set by controls: 0 for no effect and ±100 for the full control effect
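Antagonism was scored as loss of TSH-driven cAMP in TSHR cells, stimulated with 4nM TSH (EC80) for 2 hours at 37 deg C and detected by homogeneous HTRF competition immunoassay.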
ELG1 repair inh = ELG1-dependent DNA repair inhibition. actives 2.3% (n = 330,000). Potency, µM (series often up to 46.1 µM), inactives show top-dose activity change, negative = inhibition, actives largely listed as inhibitors. AID 504467. HEK293T ELG1-luciferase reporter, luminescence, 16 h; DNA damage induced by 5-fluorouridine; note: potency is the fitted concentration of half-maximal effect; % is set by controls: 0 for no effect and ±100 for the full control effect; nearly all actives have a fitted effect of over 55% in size
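Cells (2,000 per well) received 5-fluorouridine plus test compound or DMSO and were incubated 16 hr at 37 °C, 5% CO2. Luciferase activity was read by luminescence 30 min after ONE-Glo addition; signal suppression marked inhibition of damage-induced ELG1 function.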
ASM inhibitor = blocks human secretory acid sphingomyelinase. P17405. placental ASM, HMU-PC fluorogenic substrate, 60 min. Potency, µM (highest dose often 57.5 µM), for the others: at the top dose activity change, negative = inhibition, usual class: inhibitors. actives 0.006% (n = 340,000); note: potency is the fitted concentration of half-maximal effect
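Fluorescence read-out (Ex 386 nm, Em 447 nm) after stopping the reaction at pH 10. Enzyme: ASM from human placenta; substrate HMU-PC0, 9 uM final; 60 min, 37 °C. Compound preincubation 10 min, ambient temperature.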
Tb PFK inh = blocks T. brucei phosphofructokinase. actives 0.17% (n = 330,000). T. brucei PFK, ADP-Glo luminescence. Potency, µM (titrated, usually from 57.5 µM), inactives show top-dose activity, negative = inhibition, most hits filed as inhibitors. O15648;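 note: potency is the fitted concentration of half-maximal effect; 0% = uninhibited 1x PFK enzyme wells and -100% = no-enzyme wells; nearly all actives have a fitted effect of over 60% in size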
Target sequence (O15648 whole entry, looked up): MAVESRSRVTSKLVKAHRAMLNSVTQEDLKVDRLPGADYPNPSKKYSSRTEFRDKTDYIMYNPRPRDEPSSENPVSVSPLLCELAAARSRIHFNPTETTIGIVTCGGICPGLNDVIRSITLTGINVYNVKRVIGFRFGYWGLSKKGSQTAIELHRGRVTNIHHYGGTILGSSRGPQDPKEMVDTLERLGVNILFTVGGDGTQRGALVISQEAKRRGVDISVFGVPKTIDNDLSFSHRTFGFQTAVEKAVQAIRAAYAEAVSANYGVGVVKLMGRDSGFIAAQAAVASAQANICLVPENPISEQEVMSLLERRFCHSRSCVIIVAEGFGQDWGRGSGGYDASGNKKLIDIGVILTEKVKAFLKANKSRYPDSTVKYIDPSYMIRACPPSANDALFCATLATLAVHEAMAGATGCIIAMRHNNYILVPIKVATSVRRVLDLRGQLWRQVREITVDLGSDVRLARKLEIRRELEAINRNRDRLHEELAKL
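Compounds were pin-transferred as a titration series up to 57 uM into substrate buffer (0.5 mM F6P, 0.1 mM ATP, pH 8.0), then 1.25 nM PFK was added and reactions ran 45 min before ADP-Glo detection.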
TSG101-PTAP inh = blocks PTAP/TSG101 interaction to inhibit HIV-1 budding. Fluorescence polarization, FITC-PTAP peptide / Tsg101 binding. Potency, µM (doses to about 115 µM), for inactives: top-dose activity change, negative = inhibition, most hits filed as inhibitors. AID 493005. Q99816. 340,000 tested, under 10 active; active = well fitted inhibition curve with a large enough effect in the main read-out, with a control signal flat, not every such curve was filed as active; inconclusive = small, poorly fitted or top-dose-only effect, or effect the other way, or a change in a side signal; inactive = no such curve, though single readings can be large or run the other way; note: potency is the fitted concentration of half-maximal effect; % of control where 0% means no effect
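Fluorescence polarization binding of Tsg101 binding domain (10 uM final) to FITC-labeled PTAP peptide (50 nM final) in HEPES pH 7.5 buffer with NaCl, Tween 20, EDTA, TCEP. Compounds added before peptide; binding 20 min at RT.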
A-T KAP1 phos = potential ataxia-telangiectasia treatments restoring KAP-1 phosphorylation | […] A-T fibroblasts, KAP-1 phosphorylation AlphaLISA; neocarzinostatin DNA damage 30 min before lysis | Potency, µM (series often up to 57.5 µM), for the others: at the top dose activation, actives largely listed as activators | actives 0.19% (n = 320,000) | AID 485349; note: potency is the fitted concentration of half-maximal effect; % of control where 0% means no effect; nearly all actives have a fitted effect of over 45% in size
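hTERT-immortalized A-T patient fibroblasts ([…]), 500 cells/well in OPTI-MEM, 1% FBS, got compounds for 60 min, then NCS for 30 min at 37C. Lysates were then assayed for phospho-KAP-1 by AlphaLISA (anti-pKAP1 donor, anti-KAP1 acceptor beads), 6 hr at 25C.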
a7 integrin act = integrin-mediated muscular dystrophy alleviation activation; actives 0.064% (n = 350,000); Potency, µM (titrated, usually from 38.3 µM), for inactives: at the top dose activation, most hits filed as activators; alpha7betagal myoblasts, beta-gal FDG fluorescence, 48 h;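 note: potency is the fitted concentration of half-maximal effect; 100% = response of the positive control SU9516; nearly all actives have a fitted effect of over 60% in size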
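alpha7betagal+/- myoblasts (passage 13, 250/well) treated 48 h at 37C with compounds at 1:260 dilution of DMSO stock. Lysed, then beta-galactosidase activity read as FDG fluorescence (ex 480/em 540) after 30 min, with pre-read for autofluorescence.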
Eya2 inh = blocks the phosphatase activity of human Eya2; O00167; recombinant Eya2, OMFP fluorescence dephosphorylation (OMFP is methylfluorescein phosphate); Potency, µM (titrated, usually from 76.9 µM), for the others: at the top dose activity, negative = inhibition, hits mostly inhibitors; actives 0.006% (n = 330,000); note: potency is the fitted concentration of half-maximal effect; % is set by controls: 0 for no effect and ±100 for the full control effect
Target sequence (O00167 whole entry, looked up): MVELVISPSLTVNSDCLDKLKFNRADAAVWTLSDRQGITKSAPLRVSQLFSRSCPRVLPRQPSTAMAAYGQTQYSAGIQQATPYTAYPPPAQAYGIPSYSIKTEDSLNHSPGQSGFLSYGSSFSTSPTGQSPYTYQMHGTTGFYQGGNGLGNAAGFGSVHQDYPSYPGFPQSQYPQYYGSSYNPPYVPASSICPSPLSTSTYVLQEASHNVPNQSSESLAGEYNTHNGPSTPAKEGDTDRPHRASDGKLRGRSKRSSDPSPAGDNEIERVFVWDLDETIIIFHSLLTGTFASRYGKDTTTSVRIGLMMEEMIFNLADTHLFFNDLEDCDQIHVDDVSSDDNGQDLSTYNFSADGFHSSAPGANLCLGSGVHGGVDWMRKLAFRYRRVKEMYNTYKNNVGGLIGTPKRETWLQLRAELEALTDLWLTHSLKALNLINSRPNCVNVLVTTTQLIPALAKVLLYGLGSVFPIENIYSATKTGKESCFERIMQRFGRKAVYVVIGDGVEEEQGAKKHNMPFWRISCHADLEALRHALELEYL
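Eya2 (0.2 uM) preincubated 10 min at ambient with compound, then OMFP substrate added at 50 uM; 10 min reaction in 50 mM HEPES pH 7.5, 50 mM NaCl, 5 uM MgCl2, 0.05% BSA, 1 mM DTT. Fluorescence read at Ex 485/Em 525 nm.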
TCR activator = activators of T cell receptors | primary human leukocytes, anti-CD3, IL-2 HTRF, 48 h | Potency, µM (highest dose often 9.22 µM), inactives show at the highest dose activation of IL-2 secretion, usual class: activators | 330,000 tested, under 10 active; note: % of control where 0% means no effect
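Activity was scored as IL-2 release from primary human leukocytes given only a TCR signal (a-CD3 beads) plus compound for 48 hr. Detection used a two-antibody HTRF format read at 665nm.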
The depositor's hits bear a star; ? = inconclusive; nt = not tested or not shown; [ ] = another dose, or the depositor's remark. Unless noted, calls come from the whole dose curve; as a rule, active = well fitted curve in the direction sought with a large enough effect; inconclusive = small, poorly fitted or top-dose-only effect, or another doubt; inactive = no such curve, though single readings can be large; an effect the other way counts as inactive or inconclusive. Compounds were not picked by outcome; any-hit rate near 3.2%.

Values run as follows: Tb PFK inh	ELG1 repair inh	a7 integrin act	A-T KAP1 phos	BCR signal inh	Eya2 inh	ASM inhibitor	Mito fusion act	TSG101-PTAP inh	TSHR antagonist	TCR activator
CCOc1ccc(N2C(=O)CC(N3CCN(c4ccc(F)cc4)CC3)C2=O)cc1 (stereo not given)
  18.3%	10.8%	0.9%	11.9%	-1.2%	7.8%	1.4%	-2.0%	-0.2%	37.6	8.6%
CC(C)(C)c1ccc(Oc2ccc(NC(=O)CCCC(=O)O)cn2)cc1
  0.4%	12.9%	-14.8%	-2.5%	0.2%	-9.6%	2.3%	0.0%	-4.4%	16.5	-2.5%
COC(=O)c1sccc1NC(=O)c1ccc(OC)cc1OC
  0.3%	-1.0%	21.1%	1.6%	3.3%	-0.9%	20.9%	9.5%	-4.3%	-6.6	-6.0%[46.1 µM]
Cc1ccc(NC(=O)Nc2cc(S(C)(=O)=O)ccc2Cl)cc1
  1.2%	?	12.9%	-2.0%	?	-7.2%	-1.2%	-6.4%	-0.7%	2.2	-12.9%
CCCCNC(=O)/C(=C\c1ccc([N+](=O)[O-])o1)NC(=O)c1ccccc1
  -2.6%	?	-12.4%	-2.7%	8.7%	6.2%	-2.0%	9.0%	-1.8%	1.6	5.9%
CCn1c(Cn2nnc(-c3ccccc3)n2)nnc1SCC(=O)Nc1ccc(C(C)=O)cc1
  0.0%	?	2.8%	-4.6%	?	0.9%	-2.9%	-2.1%	-2.8%	7.6	6.2%
CCOC(=O)N1CCN(C(=O)CSc2nnc(CNC(=O)c3ccccc3F)o2)CC1
  2.7%	-14.1%	-14.7%	-1.9%	4.3%	8.9%	4.4%	0.2%	-5.2%	14.3	-5.5%
CCOC(=O)Cc1csc(NC(=O)C2CCCCC2C(=O)O)n1 (stereo not given)
  -1.5%	-11.7%	?	nt	-3.9%	-21.5%	-0.3%	-1.5%	1.8%	-2.6	-13.4%
Cc1ccc(NC(=O)Nc2ccc3c(c2)CCC3)cc1
  -5.4%	?	0.0%	3.3%	?	5.1%	3.3%	-1.4%	-6.6%	6.4	-1.3%
CCOc1ccccc1NC(=O)C1=C(C)NC(=O)NC1c1cccs1 (stereo not given)
  1.9%	-17.6%	-27.7%	-3.5%	-8.3%	-12.9%	-1.4%	-2.4%	-2.3%	0.7	-6.0%
COCCCn1c(SCC(=O)Nc2ccccc2F)nnc1-c1ccoc1C
  -2.4%	0.3%	9.1%	-2.8%	1.3%	-1.1%	-3.9%	-13.9%	-0.3%	-2.3	3.7%
CC(C)(C)OC(=O)NC1CCN(S(=O)(=O)c2ccc3c(c2)OCCO3)CC1
  1.0%	-1.3%	13.5%	3.6%	-0.7%	-10.8%	-4.5%	1.9%	-1.8%	-14.1	-1.6%
CCC(C)[C@H](NC(=O)NCc1ccc(S(N)(=O)=O)cc1)C(=O)O (stereo not given in full)
  5.3%	-7.8%	16.4%	34.6%	?	0.1%	-0.5%	-3.2%	0.0%	-1.7	-0.1%
O=C(CSc1nnc(-c2ccccc2)n1Cc1ccccc1)N1CCCC1
  -0.4%	17.0%	-22.0%	-0.8%	1.8%	6.8%	-0.2%	3.2%	-4.1%	-3.1	5.7%
COc1ccc(-c2csc(N(CCc3ccc(OC)c(OC)c3)C(=O)COc3ccccc3)n2)cc1
  -2.6%	?	12.0%	-9.1%	-13.2%	-3.0%	-3.3%	-3.4%	-4.0%	-5.1	-10.1%
CNC(=S)N(CCc1ccccc1)Cc1cc2cc(OC)c(OC)cc2[nH]c1=O
  -2.1%	?	2.2%	-6.1%	-1.9%	-3.7%	-7.3%	-2.4%	-4.5%	-6.6	-8.8%[46.1 µM]
Nc1nc(Nc2cccc3ccccc23)nc(C2CCCC2=O)n1 (stereo not given)
  -0.3%	19.3%	nt	-0.2%	0.5%	5.1%	nt	-10.5%	nt	-1.9	nt
COCCCNC(=O)CCCn1c(=O)[nH]c2ccccc2c1=O
  -1.7%	25.7%	-4.0%	-2.0%	2.9%	21.4%	-0.1%	-2.5%	-8.1%	-10.2	-1.9%
O=C(Cn1ccnc1)c1ccc(Cl)cc1
  -0.8%	2.4%	-34.4%	-1.5%	2.8%	-10.3%	-3.6%	-2.6%	-2.0%	4.8	-2.4%
Cc1cccc(C)c1N(CC(=O)NCc1ccc(F)cc1)C(=O)c1csnn1
  -0.1%	-11.2%	-18.0%	1.6%	0.7%	-4.8%	2.5%	-1.4%	0.3%	0.2	-3.4%
COC(=O)c1nnn(-c2nonc2N)c1CSc1nc2ccccc2o1
  2.3%	-1.0%	-6.3%	-3.0%	-9.7%	4.7%	-7.4%	0.0%	0.2%	-0.9	-6.9%
CN1C(C(=O)NCc2ccccc2)CC2Cn3c(nc4cc5ccccc5cc43)C21 (stereo not given)
  -8.5%	-29.6%	-12.6%	-45.5%	-1.8%	0.0%	-1.0%	-4.4%	-4.5%	0.1	-3.0%
O=C(NCc1cccnc1)Nc1ccccc1C(F)(F)F
  1.2%	2.5%	7.4%	12.4%	-1.2%	-0.5%	8.1%	-0.2%	-1.4%	-7.5	-2.1%
N#C/C(=C\c1cccnc1)C(=O)Nc1cccc(Cl)c1
  -10.0%	-7.4%	8.7%	-12.4%	?	-5.3%	-6.0%	-3.6%	1.2%	14.2	9.7%
O=C(c1cc(S(=O)(=O)N2CCOCC2)ccc1Cl)N1CCN(c2ccccn2)CC1
  6.4%	0.0%	-27.2%	5.8%	-4.7%	19.3%	4.9%	-3.5%	1.6%	1.1	-0.8%
CN1CCN(C(=S)NC(=O)c2cccc(S(=O)(=O)N(C)C)c2)CC1
  -0.3%	-4.1%	-2.7%	-2.9%	2.1%	4.8%	-0.6%	0.3%	-0.1%	0.8	-9.9%
S=C(Nc1ccc(Cl)cc1)Nc1ccc2c(c1)OCCO2
  -2.3%	?	5.8%	7.3%	2.3%	2.5%	-6.3%	-15.0%	1.3%	4.1	1.4%
CCCN(CCC)C(=O)CC(c1ccc(F)cc1)c1ccco1 (stereo not given)
  -10.1%	10.3%	-25.9%	4.4%	?	-8.0%	2.4%	-0.4%	-4.6%	-3.5	2.1%
CC(=O)N1N=C(c2ccc(Br)cc2)OC12CCCC2
  -5.4%	-1.5%	12.5%	-5.1%	1.0%	-6.8%	0.2%	-6.1%	0.3%	-0.2	-5.2%
CN1CCN(C(=S)Nc2ccc(S(N)(=O)=O)cc2)CC1
  -5.7%	2.3%	14.4%	3.2%	2.5%	18.5%	2.5%	-1.3%	0.9%	-1.2	-2.4%
Cc1ccc(/C=N/Nc2ccc(C(=O)O)cc2)o1
  -5.3%	?	-13.9%	-2.9%	?	-6.1%	-1.9%	-0.1%	-9.7%	-14.2	-2.0%
CCCCCCCNC(=O)C1(CC2CC(c3cccc(Br)c3)=NO2)CCN(C(=O)c2ccccc2)CC1 (stereo not given)
  -3.9%	-28.3%	-13.5%	20.6%	0.5%	-19.6%	-6.7%	24.0%	-2.4%	-7.4	1.1%
Oc1ccc(-n2nnnc2SCc2ccccc2Br)cc1
  -4.6%	-13.9%	-4.5%	3.3%	-3.6%	5.3%	-9.6%	0.5%	-6.1%	8.8	-2.6%
Cc1ccc(C(=O)NC(=O)CSc2nnc(C)s2)cc1
  1.8%	7.6%	-15.1%	7.9%	4.0%	-3.9%	4.0%	-1.9%	-5.2%	10.9	3.8%
CC(C)OCCCNc1nc(-c2ccccc2)nc2ccccc12
  0.4%	?	12.0%	8.0%	?	-20.4%	-2.4%	3.1%	-7.3%	6.2	1.0%

Bioassay records: PubChem BioAssay, National Center for Advancing Translational Sciences (NCATS)
